Myeloid diff 2: compounds promoting myeloid differentiation; ER-HoxA9 myeloid progenitors, lysozyme-GFP differentiation, flow cytometry; calls only at 10 µM; 360,000 tested, 1% active; AID 624256;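 active means normalized GFP-positive differentiation at or above the plate's own cutoff, the solvent-only control mean plus 3 SD; inconclusive means no clear call, values can overlap the other calls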;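 further: cells exposed to compound for four days before flow analysis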
T cell HTS: T cell immune modulators affecting CD8 T cell-vesicle binding | 2C CD8+ T cell-vesicle binding, flow cytometry; active compounds read low | calls only at 7 µM | 330,000 tested, 0.068% active;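 active means response, share of CD8 T cells binding vesicles, and their 90th percentile fluorescence all below set limits, cut at about 80% in these data, passing the limit was not always enough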
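Incubation: binding step 1.5 h, 37 °C, antibody labelling 20 min, ice; system: murine 2C transgenic CD8+ T lymphocytes; technique: cytometric PE anti-B7-1 and Alexa647 anti-CD8 signals after 1% paraformaldehyde fixation; also added: QL9-charged Drosophila Ld/ICAM-1/B7-1 vesicles; control set: naked versus QL9-loaded vesicles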
WT yeast gro inh: growth inhibition of WT yeast, mitochondrial fusion screen; inhibition, % at 10 µM; mitochondrial fusion phenotypic screen, WT strain; 190,000 tested, 2.1% active; in the data active means inhibition above about 58%; tested in S. cerevisiae
RSV CPE inhibition: inhibition of RSV-induced cytopathic effect – HEp-2 cells, primary 10 µM value included (AID 2391); one-dose CPE inhibition, % at 10 µM; IC50 in µM for titrated hits; 310,000 tested, 0.13% active; HEp-2 cells, RSV-induced CPE inhibition; higher % means a stronger effect; in the data active means a potency from the dose series; inconclusive means CPE inhibition mostly from about 23% at the one dose, without a potency; inactive means the rest, 99 in 100 with CPE inhibition below about 21%; further: strong numbers were not always called active
Salmonella PhoP GFP: inhibitors of PhoP regulon expression, primary screen, Salmonella Typhimurium, GFP reporter (AID 1863) | S. Typhimurium PhoP-regulated promoter GFP reporter, 4 h; higher % means a stronger effect | inhibition, % at 50 µM, or IC50 in µM where a hit was titrated | 300,000 tested, 0.16% active;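 active means inhibition over 29.93%, a cutoff 3 SD above the screen mean, later confirmed by dose response; inconclusive means inhibition over 29.93% but no dose response follow-up; inactive means inhibition at most 29.93% or unconfirmed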;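 further: 0% = low Mg2+ inducing control and 100% = high Mg2+ repressing control; strong numbers were not always called active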
Large T inhibition: SV40 large T antigen inhibitors, biochemical (AID 1903). SV40 large T antigen ATPase/helicase inhibition assay; higher % means a stronger effect. one-dose inhibition, % at 20 µM; IC50 in µM for titrated hits. 310,000 tested, 0.39% active; in the data active means a potency from the dose series; inconclusive means inhibition mostly from about 32% at the one dose, without a potency; inactive means the rest, 99 in 100 with inhibition below about 32%; further: strong numbers were not always called active
MgcRacGAP inhibition: MgcRacGAP GTPase-activating activity inhibitors, confirmation, biochemical, ADP Hunter fluorescence. AID 624330. MgcRacGAP-stimulated Rac1 GTP hydrolysis, ADP Hunter fluorescence; higher % means a stronger effect; GST-tagged Rac1 F28L mutant substrate. 340,000 tested, 0.6% active. inhibition, % at 30 µM; hits with a dose series show IC50 in µM;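 active means first-screen hits whose inhibition reached a set limit at any dose in the follow-up dose series; inconclusive means inhibition above the set first-screen limit but never retested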;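 further: fluorescence reports GDP produced by GAP-driven GTP hydrolysis; strong numbers were not always called active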
b-catenin transl: modulators of beta-catenin nuclear translocation. HeLa beta-catenin nuclear translocation, immunofluorescence imaging. 190,000 tested, 0.3% active. nuclear translocation activity, % at 5 µM;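 active means nuclear translocation activity above 50% at 5 µM, with a well cell count of 50 or more; inconclusive means wells under 50 cells across six images, flagged as toxic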;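 further: per-cell ratio of nuclear to cytoplasmic median beta-catenin stain intensity; plate controls were DMSO negative control for no effect and GSK-3 inhibitor IX positive control for full effect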
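Test system: HeLa cells, endogenous beta-catenin; Compound: single 5 µM dose plus 0.02–20 µM confirmation series; Times: compound exposure 24 h at 37°C; Signal: fluorescence imaging of beta-catenin antibody stain plus DAPI; Read-out: % activation, nuclear-to-cytoplasmic median beta-catenin signal ratio per cell.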
West Nile virus CPE: inhibition of WNV-induced cytopathic effect – cell-based, CPE readout (AID 1621); West Nile virus-infected cells, CPE inhibition; higher % means a stronger effect; CPE inhibition, % at 10 µM, or IC50 in µM where a hit was titrated; 290,000 tested, 0.02% active; in the data active means a potency from the dose series; inconclusive means CPE inhibition mostly from about 3.7% at the one dose, without a potency; inactive means the rest, 99 in 100 with CPE inhibition below about 2.2%; further: strong numbers were not always called active
WT yeast gro inh mutant strain: second read-out of WT yeast gro inh, no call of its own (marks repeat the call); inhibition, %; mitochondrial fusion phenotypic screen, mutant strain inhibition
b-catenin transl cell count 5 µM: further read-out of b-catenin transl, marked with its call; cell count; measured here: cell count, cytotoxicity flag
T cell HTS vesicle-bound %: second read-out of T cell HTS, no call of its own (marks repeat the call); double positive events, %; measured here: CD8+ vesicle-bound cell fraction;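 binding gate set so that unloaded-vesicle control wells show 10% double positive cells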
Myeloid diff 2 GFP+ MAC1+ %: also measured in Myeloid diff 2; calls as there; GFP+ MAC1+ double positive, %; measured here: differentiation confirmed by MAC1 staining
* = called active by the depositor; i = inactive; ? = inconclusive; . = no result given; + = active, no number. No enrichment for hits; overall some 3.6% were active at least once.

SMILES	Myeloid diff 2	Myeloid diff 2 GFP+ MAC1+ %	T cell HTS	T cell HTS vesicle-bound %	WT yeast gro inh	WT yeast gro inh mutant strain	RSV CPE inhibition	Salmonella PhoP GFP	Large T inhibition	MgcRacGAP inhibition	b-catenin transl	b-catenin transl cell count 5 µM	West Nile virus CPE
O=C(CCc1nc(-c2ccccc2)no1)Nc1cc(C(F)(F)F)ccc1Cl	i	1.3	i	7	11	5	4.4%	4%	4%	3%	0.0	841	-1.5%
O=C(O)C1CCN(c2nc(-c3ccccc3)nc3c2oc2ccccc23)CC1	i	1.0	i	34	50	5	5.3%	-5%	24%	14%	0.9	1177	0.3%
CCOC(=O)C(c1ccccc1)C(Nc1cc(C(F)(F)F)cc(C(F)(F)F)c1)c1ccccn1 (stereo unspecified)	i	0.5	i	24	.	.	1.7%	-4%	8%	1%	-0.9	1165	0.9%
Cc1cc(=O)[nH]c2c1c(C)nn2C1CCCCC1	i	5.3	i	36	.	.	1.3%	9%	-1%	1%	-0.8	1197	0.2%
CC(=O)N1CCN(Cc2nc3cc(NC(=O)C4CCCCC4)ccc3n2C)CC1	i	1.3	i	51	0	6	0.5%	-1%	13%	10%	-1.0	1022	0.1%
Cc1ccc(-n2c(-c3ccco3)n[nH]c2=S)cc1	i	0.0	i	44	3	1	1.5%	-2%	7%	2%	-0.7	1033	0.2%
O=C(OCC(=O)N1CCc2ccccc21)C1=COCCO1	i	0.6	i	40	-11	1	1.4%	12%	-1%	-4%	-5.4	596	0.7%
CCN(CC)c1ccc(NC(=O)COC(=O)C23CCC(=O)N2c2ccccc2S3)cc1 (stereo unspecified)	i	2.1	i	45	3	-6	2.4%	19%	36%	12%	-1.3	1134	0.1%
COc1cccc2cc(C(=O)NCc3ccccn3)c(=O)oc12	i	0.9	i	20	-12	0	1.3%	3%	12%	11%	-1.4	1227	0.0%
COc1ccc(OCC(=O)Nc2cccc(-c3nc4ccccc4[nH]3)c2)cc1	i	0.4	i	6	23	15	19%	0%	5%	16%	0.9	1368	0.9%
CCC(C)(C)NC(=O)c1cc(S(=O)(=O)N2CCCCC2)ccc1N1CCOCC1	i	0.0	i	47	-8	1	-1.0%	-3%	12%	6%	0.4	997	0.3%
CCC(C(=O)OCC(=O)Nc1cc(Cl)cc(Cl)c1)c1ccccc1 (stereo unspecified)	i	0.1	i	56	79*	40*	4.5%	6%	5%	2%	3.8	515	-0.2%
CC1CN(/C=C/C(=O)C(F)(F)F)CC(C)O1 (stereo unspecified)	i	0.0	i	49	-25	4	-1.5%	5%	10%	5%	-1.4	1064	0.7%
c1ccc(Cn2c(Sc3nnnn3-c3ccccc3)nnc2-c2ccccc2)cc1	i	0.9	i	37	-14	-7	-1.8%	2%	8%	9%	.	.	-1.0%
O=C(c1cccn2c(=O)c3cc4ccccc4cc3nc12)N1CCN(c2ccccc2)CC1	.	.	i	35	-28	-1	.	-31%	11%	.	-1.8	995	.
CC(C)CCN1CCC(n2nccc2NC(=O)C2CCOC2)CC1 (stereo unspecified)	i	6.2	i	30	.	.	0.1%	-3%	2%	11%	.	.	0.6%
O=C(CCN1C(=O)c2ccccc2C1=O)NNC(=O)c1ccc(Cl)cc1Cl	i	0.6	i	37	-9	-14	0.8%	0%	8%	0%	-3.0	996	0.6%
Cc1c(CC(=O)N2CCN(C(=O)C3COc4ccccc4O3)CC2)c(=O)oc2cc(O)c(Cl)cc12 (stereo unspecified)	i	1.6	i	23	.	.	6.3%	-3%	0%	12%	.	.	0.1%
COc1ccc(-c2nc3n(c(=O)c2C#N)CCS3)cc1OC	i	0.6	i	8	-15	2	1.4%	.	.	2%	0.1	958	-0.4%
O=C1CC(c2ccccc2)n2nc(N3C(=O)CCC3=O)nc2N1 (stereo unspecified)	i	1.6	i	42	0	-2	-1.2%	-3%	4%	8%	0.9	1335	0.8%
NCCCCCc1nnc(SCc2cccc(Cl)c2)o1	i	0.9	i	47	1	-11	2.5%	3%	1%	3%	-2.3	958	0.6%
Cc1cccc(NC(=O)c2cc([N+](=O)[O-])ccc2NC2CCCCC2)c1	i	0.5	i	15	31	-20	5.3%	14%	9%	4%	0.2	968	-1.2%
CCN1C(=O)/C(=C2/C=Cc3ccccc3N2C)OC1=S	i	0.8	i	14	-15	5	5.7%	2%	2%	11%	0.2	880	0.2%
CCN(c1ccccc1)S(=O)(=O)c1ccc(C(=O)N(CCN(C)C)c2nc3c(F)cc(F)cc3s2)cc1	.	.	i	68	.	.	1.3%	6%	1%	.	.	.	-0.2%
CCN(C(=O)CCS(=O)(=O)c1cc2c(cc1Cl)NC(=O)CO2)c1ccccc1	i	0.7	i	39	.	.	0.5%	.	.	1%	.	.	-0.5%
CCCNC(=O)c1cccc(C(F)(F)F)c1	i	4.9	i	15	9	14	1.3%	5%	5%	6%	2.3	1433	-0.4%
O=C(Nc1nc2ccccc2s1)c1ccc(N2CCCCC2)c([N+](=O)[O-])c1	i	0.2	i	46	24	4	15%	-18%	-3%	-4%	-1.1	1170	-0.5%
CC1(C)Cc2c(sc3nc(SCC(=O)O)nc(N)c23)CO1	i	0.6	i	58	.	.	0.3%	3%	11%	9%	.	.	0.0%
Cc1ccc(S(=O)c2ccc(C)cc2)cc1	i	1.4	i	34	1	-11	3.2%	8%	3%	4%	-3.7	964	0.1%
Cc1onc(-c2ccccc2Cl)c1C(=O)NC(=S)NCCc1ccccc1	i	0.4	i	70	54	9	7.5%	12%	13%	4%	3.3	960	-1.2%
CCc1ccc(NC(=O)N(C2CCC(C)CC2)C2CCN(C(C)=O)CC2)cc1 (stereo unspecified)	i	2.9	i	26	-4	3	-0.3%	-2%	1%	0%	-5.6	896	-0.2%
C=CCn1c(SCC(=O)N(C)C2CCS(=O)(=O)C2)nnc1-c1ccccc1 (stereo unspecified)	i	0.5	i	54	.	.	0.1%	2%	3%	6%	.	.	.
COc1ccc(C(=O)c2oc3ccccc3c2NC(C)=O)cc1	i	0.8	i	32	-11	-4	1.4%	0%	0%	3%	2.1	908	-0.7%
CC(C)N1C(=O)CCC1C(=O)NCc1ccc(F)cc1Cl (stereo unspecified)	i	1.0	i	46	.	.	-0.7%	-6%	-2%	10%	.	.	0.2%
CCC(=O)OC1(C)C(=O)C=C2C=C(CCCC(=O)OC)OC=C2C1=O (stereo unspecified)	i	1.6	i	26	.	.	0.0%	.	20%	21%	.	.	-0.2%
O=C(NCc1cccs1)c1ccccc1	i	2.2	i	39	-4	-5	1.9%	20%	10%	6%	.	.	1.4%
Nc1ncnc(N2CCOCC2)c1N	i	0.2	i	60	2	-10	1.3%	-1%	10%	3%	-3.2	761	0.2%
O=C1c2ccccc2C(O)(Cc2ccccc2)N1CCCN1CCOCC1 (stereo unspecified)	i	3.5	i	20	5	3	2.2%	8%	3%	19%	.	.	-0.5%
CCOc1ccc(CCNC(=O)c2ccc3c(=O)n4c(nc3c2)CCCCC4)cc1	i	0.0	i	49	.	.	7.5%	-1%	7%	4%	.	.	-0.9%
Cc1cc2c(nn1)CCC/C2=N\O	i	0.9	i	32	-3	-7	2.6%	10%	-1%	4%	-0.2	1056	-0.1%

Some values from the list.
Value for CCC(=O)OC1(C)C(=O)C=C2C=C(CCCC(=O)OC)OC=C2C1=O (stereo unspecified) in MgcRacGAP inhibition: 21%
Value for COc1ccc(C(=O)c2oc3ccccc3c2NC(C)=O)cc1 in West Nile virus CPE: -0.7%

Carrying on.
SMILES	Myeloid diff 2	Myeloid diff 2 GFP+ MAC1+ %	T cell HTS	T cell HTS vesicle-bound %	WT yeast gro inh	WT yeast gro inh mutant strain	RSV CPE inhibition	Salmonella PhoP GFP	Large T inhibition	MgcRacGAP inhibition	b-catenin transl	b-catenin transl cell count 5 µM	West Nile virus CPE
CCOc1ccc(N(CC(=O)NCc2ccc(OC)cc2)C(=O)CCC(=O)Nc2nccs2)cc1	i	0.3	i	50	.	.	0.7%	8%	6%	4%	.	.	0.3%
COCC(=O)O[C@]1(CCN(C)CCCc2nc3ccccc3[nH]2)CCc2cc(F)ccc2[C@@H]1C(C)C	?	.	i	25	.	.	14%	-4%	13%	3%	1.6	956	-1.6%
O=C(CCN1CCCC1)c1cccs1	i	0.9	i	28	.	.	0.8%	8%	13%	8%	0.9	1088	-0.6%
CCN(c1ccccc1)S(=O)(=O)c1ccc(C(=O)N2CC(C)CC(C)C2)cc1 (stereo unspecified)	i	0.9	i	17	.	.	2.4%	3%	19%	7%	.	.	.
Cc1ccc2c(c1)N(CCCC(=O)NCCCN1CCCCC1)C(=O)CO2	i	2.9	i	32	.	.	2.7%	.	-5%	2%	.	.	0.0%
Cc1cc(C)c(C(=O)/C=C/c2ccco2)c(=O)[nH]1	+	5.9*	i	7	-8	-5	2.8%	-9%	25%	17%	0.8	1029	-0.2%
O=C(c1cc2c(=O)n3ccccc3nc2s1)N1CCc2ccccc2C1	.	.	i	25	12	1	12%	-3%	5%	.	4.0	910	0.3%
O=C(CN1CC(=O)Oc2ccccc21)OCC(=O)c1ccccc1	i	1.7	i	61	9	-8	-0.6%	9%	3%	-8%	.	.	0.9%
CCCN1C(=O)/C(=C/c2c(NCCCOC(C)C)nc3c(C)cccn3c2=O)SC1=S	+	26*	i	37	-5	-3	3.4%	7%	-4%	-2%	2.7	1391	-0.6%
CC(C)C(=O)Nc1nnc(SCC(=O)N2c3ccccc3CC2C)s1 (stereo unspecified)	i	0.5	i	27	9	8	1.2%	9%	8%	6%	-1.7	1388	-0.5%
CCC(NC(=O)c1ccc2nc(Cc3ccc(OC)cc3)oc2c1)c1ccncc1 (stereo unspecified)	?	.	i	23	.	.	-1.2%	0%	14%	4%	.	.	-0.3%
Cc1nc(C)n(C(C)CNC(=O)c2ccccc2)n1 (stereo unspecified)	i	0.5	i	52	.	.	3.4%	-4%	5%	6%	.	.	0.7%

Bioassay records as filed in PubChem.
